Screens from PubChem.
EPAC2 agonist: qHTS for Agonist of cAMP-regulated guanine nucleotide exchange factor 4 (EPAC2): primary screen; Rap guanine nucleotide exchange factor 4 (Homo sapiens), Q8WZA2; EPAC2 activation, biochemical qHTS; response scale: 100% = 6.5 mM cAMP response; AID 720711, 2013; Potency, µM (titrated, usually from 154 µM), inactives show at the top dose activation, usual class: activators; actives 0.079% (n = 360,000); note: nearly all actives have a fitted effect of over 50% in size
Target sequence (Q8WZA2 whole entry, looked up): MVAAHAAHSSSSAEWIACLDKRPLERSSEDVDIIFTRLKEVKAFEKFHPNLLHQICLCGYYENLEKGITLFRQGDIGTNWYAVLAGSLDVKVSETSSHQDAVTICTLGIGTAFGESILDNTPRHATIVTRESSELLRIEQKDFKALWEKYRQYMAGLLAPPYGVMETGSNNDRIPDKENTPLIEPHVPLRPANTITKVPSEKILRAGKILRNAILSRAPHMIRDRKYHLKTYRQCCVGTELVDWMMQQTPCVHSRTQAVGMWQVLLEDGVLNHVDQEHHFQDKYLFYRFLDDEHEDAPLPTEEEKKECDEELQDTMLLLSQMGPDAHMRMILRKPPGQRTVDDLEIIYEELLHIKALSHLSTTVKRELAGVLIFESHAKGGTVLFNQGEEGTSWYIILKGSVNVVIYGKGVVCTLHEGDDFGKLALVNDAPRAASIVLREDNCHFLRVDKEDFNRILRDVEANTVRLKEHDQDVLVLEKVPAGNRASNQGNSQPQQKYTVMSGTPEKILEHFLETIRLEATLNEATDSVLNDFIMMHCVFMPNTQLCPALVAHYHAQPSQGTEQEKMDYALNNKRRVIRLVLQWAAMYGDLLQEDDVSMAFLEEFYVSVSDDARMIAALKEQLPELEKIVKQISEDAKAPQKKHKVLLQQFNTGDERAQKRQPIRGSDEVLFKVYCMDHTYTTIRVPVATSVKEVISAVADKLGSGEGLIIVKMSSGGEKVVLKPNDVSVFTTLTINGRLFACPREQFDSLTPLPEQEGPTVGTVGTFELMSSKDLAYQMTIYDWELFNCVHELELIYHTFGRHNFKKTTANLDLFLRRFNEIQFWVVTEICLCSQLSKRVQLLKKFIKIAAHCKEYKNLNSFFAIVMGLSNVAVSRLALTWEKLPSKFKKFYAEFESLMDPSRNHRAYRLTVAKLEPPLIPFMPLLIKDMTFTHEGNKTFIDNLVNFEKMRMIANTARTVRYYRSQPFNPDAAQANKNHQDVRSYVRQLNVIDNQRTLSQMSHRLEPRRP
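Compounds were added across a concentration range to EPAC2 (100 nM), RAP1B-BODIPY-GDP (250 nM) and GDP (50 uM). After 5 min at room temperature, fluorescence was recorded at 5-min intervals for 30 min.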
EPAC1 ag: qHTS for Agonist of cAMP-regulated guanine nucleotide exchange factor 3 (EPAC1): primary screen | actives 0.073% (n = 360,000) | Rap guanine nucleotide exchange factor 3 (Homo sapiens), O95398 | Potency, µM (highest dose often 154 µM), for the others: at the top dose activation, hits mostly activators | EPAC1 agonist qHTS, biochemical assay; response scale: 100% = response to 6.5 mM cAMP; note: nearly all actives have a fitted effect of over 60% in size
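Nucleotide exchange by EPAC1 (100 nM) on Rap1B–BODIPY-GDP (250 nM) in the presence of 50 uM GDP is tracked fluorescently at 480/540 nm over 30 min. Signals are normalized to a 6.5 mM cAMP control.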
EPAC2 antagonist: qHTS for Antagonist of cAMP-regulated guanine nucleotide exchange factor 2 (EPAC2): primary screen; Rap guanine nucleotide exchange factor 4 (Homo sapiens), Q8WZA2; EPAC2 GEF exchange of Rap1B-BODIPY-GDP, fluorescence; Potency, µM (series often up to 114 µM), for inactives: top-dose activity, negative = inhibition, hits mostly inhibitors; actives 0.18% (n = 360,000); AID 720708, 2013; note: % is set by controls: 0 for no effect and ±100 for the full control effect; nearly all actives have a fitted effect of over 45% in size; many of its hits are not listed in these tables
EPAC1 antagonist: qHTS for Antagonist of cAMP-regulated guanine nucleotide exchange factor 3 (EPAC1): primary screen. Rap guanine nucleotide exchange factor 3 (Homo sapiens), O95398. EPAC1 GEF assay, Rap1b-BODIPY-GDP exchange fluorescence. Potency, µM (series often up to 115 µM), without a hit: at the top dose activity change, negative = inhibition, actives largely listed as inhibitors. actives 0.14% (n = 360,000);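 note: plate controls were vehicle for no effect and positive control for full effect; nearly all actives have a fitted effect of over 50% in size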
FUS suppressor: qHTS for Suppressors of FUS Proteinopathy: Primary screen using FUS-linked yeast assay. S. cerevisiae FUS-expressing, growth rescue, OD600, 24 h. Potency, µM (highest dose often 76.6 µM), without a hit: top-dose growth rescue (activation), actives largely listed as activators. actives 0.24% (n = 390,000);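 note: plate controls were DMSO vehicle for no effect and reference control for full effect; nearly all actives have a fitted effect of over 55% in size; some results filed as inactive show a strong effect at the top dose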
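Galactose (2%) drives FUS expression in yeast precultured in raffinose; seeding density OD 0.005. Test compounds incubated 24hr at 30C and 99% humidity before absorbance at 600 nm was measured.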
aSyn yeast inh: qHTS of alpha-syn Inhibitors; Potency, µM (series often up to 46.1 µM), for inactives: top-dose growth rescue (activation), hits mostly activators; actives 0.14% (n = 370,000); AID 652106, 2013; Yeast expressing alpha-synuclein, growth rescue, BacTiter-Glo, 24 h; note: % of control where 0% means no effect; nearly all actives have a fitted effect of over 65% in size
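Rescue of yeast growth: cells expressing toxic alpha-synuclein, induced in galactose at OD600 0.02, incubated with compound 24 h at 30 C. ATP luminescence quantified growth; inhibitors of toxicity appear as activators.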
PTHR1 ag: qHTS for PTHR1 Agonists: Primary Screen | Parathyroid hormone/parathyroid hormone-related peptide receptor (Homo sapiens), Q03431 | HEK293 GP2 PTHR1 cells, GloSensor cAMP luminescence, 1 h | Potency, µM (highest dose often 115 µM), inactives show at the highest dose activation, actives largely listed as activators | actives 0.075% (n = 410,000); note: nearly all actives have a fitted effect of over 55% in size; some results filed as inactive show a strong effect at the top dose; inactives centre near -15; many of its hits are not listed in these tables
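HEK-293-derived GP2 cells expressing PTHR1 and a GloSensor cAMP reporter, 3,000/well, plated overnight, given luciferin plus IBMX (each 0.5 mM as added) for 1 h at 37 °C, then compound for 1 h at 37 °C. Luminescence was read after 15 min at room temperature.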
TDP43 rescue: qHTS of TDP-43 Inhibitors | Potency, µM (doses to about 46.1 µM), for inactives: at the top dose growth rescue (activation), hits mostly activators | TDP-43 expressing yeast growth rescue, BacTiter-Glo, 24 h | actives 1.8% (n = 410,000); note: % of control where 0% means no effect; nearly all actives have a fitted effect of over 50% in size
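Galactose-induced TDP-43 yeast, OD600=0.02, compound pinned; 24 hr, 30 deg C; BacTiter-Glo luminescence for growth. Inhibitors of TDP-43 toxicity read as activators.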
An asterisk follows results filed as active; i = inactive; ? = inconclusive; · = not tested or not shown; [ ] = another dose, or the depositor's remark. Calls come from the whole dose curve; as a rule, active = well fitted curve in the direction sought with a large enough effect; inconclusive = small, poorly fitted or top-dose-only effect, or another doubt; inactive = no such curve, though single readings can be large; an effect the other way counts as inactive or inconclusive. Potency is the fitted concentration of half-maximal effect.

SMILES	EPAC2 agonist	EPAC1 ag	EPAC2 antagonist	EPAC1 antagonist	FUS suppressor	aSyn yeast inh	PTHR1 ag	TDP43 rescue
COc1ccc(COCC(O)CN2CCN(S(=O)(=O)c3c(F)cccc3F)CC2)cc1OC (configuration not stated)	0%	10%	4%	5%	·	-3%	i	21%
CCOC(=O)C1(Cc2ccccc2C)CCCN(Cc2cn(C)nc2C)C1 (configuration not stated)	6%	14%	0%	7%	1%	1%	-23%	5%
CC(C)(C)NC(=O)CN(C(=O)C(=O)Nc1ccc2c(c1)OCCO2)N1CCOCC1	13%	3%	6%	2%	10%	3%	i	18%
Cn1ncc([N+](=O)[O-])c1C(=O)Nc1cccc2ccccc12	1%	-1%	6%	15%	1%	-5%	i	-13%
CN1CCC(N2CCN(C3CN(Cc4cn(Cc5cccc(C(F)(F)F)c5)nn4)S(=O)(=O)C3)CC2)CC1 (configuration not stated)	3%	2%	4%	-8%	-4%	-1%	27%	10%
CCC(CC)C(=O)N1CC(=O)Nc2ccc(F)cc2C1c1ccccc1 (configuration not stated)	5%	3%	0%	4%	1%	1%	-6%	8%
O=C(COc1ncnc2ccccc12)NC1CCCC1	-2%	10%	-10%	-4%	-25%	-5%	i	8%
CC(=O)c1c(N2CCOCC2)nc(=S)n(-c2ccc([N+](=O)[O-])cc2)c1C	13%	2%	1%	0%	·	0%	i	19%
COc1cc(/C=N/NC(=O)/C(=C\c2ccc3c(c2)OCO3)NC(=O)c2ccccc2)ccc1O	-3%	7%	-3%	-23%	?	1%	-60%[inhibitor]	15%
O=C([C@@H]1Cc2ccccc2CN1)N1CCN(Cc2ccccc2)CC1	-1%	10%	-8%	6%	?	2%	i	9%
S=C1Cc2ccccc2C(c2ccc(Cl)cc2)N1 (configuration not stated)	24%	2%	-15%	-18%	2%	-1%	-14%	18%
Cc1cc2ccccc2c(=O)n1CC(=O)NCC(=O)N1CCCC1	7%	2%	5%	0%	-7%	1%	1%[57.5 µM]	-6%
CC1CCCN(C(=O)c2ccc3c(c2NCCO)C(=O)c2ccccc2C3=O)C1 (configuration not stated)	-4%	-3%	-12%	-7%	·	2%	-41%[inhibitor]	28%
COc1ccc(NC(=S)NCCC2=CCCCC2)cc1OC	6%	-6%	10%	2%	21%	-1%	-2%	-16%[0.397 µM]
Cc1ccccc1S(=O)(=O)Oc1cccc2c(O)cccc12	21%	9%	-5%	-3%	-2%	1%	-18%	?
Nc1nc(CN2CCN(c3ccc(F)cc3)CC2)nc(N2CCCc3ccccc32)n1	-5%	3%	-4%	-11%	19%	-11%	-11%[57.5 µM]	13%
COC(=O)[C@@H]1C[C@@]2(O)[C@@H](O)[C@@H](O)[C@@H](O)C[C@H]2N1Cc1ccc(C(F)(F)F)cc1	7%	-7%	-7%	-22%	-20%	3%	i	21%
O=C(NCc1ccc(F)cc1)C1CCN(C(=O)NCc2ccccc2)CC1	3%	9%	3%	-2%	5%	-1%	i	-1%
CN(C)c1ncnc2c1ncn2CCn1cnc2c(N(C)C)ncnc21	5%	-3%	-2%	-9%	23%	-23%	i	-24%
O=C(NC1CCCCC1)C(c1ccc(Cl)cc1)N1CCC2(CC1)OCCO2 (configuration not stated)	-17%	-2%	2%	-10%	-7%	-10%	-21%	-7%
CN(C)c1cc2c3ccccc3n(C)c2cc1N	6%	2%	4%	0%	39%	-2%	i	0%
COc1cccc(/C=N/N2CCN(c3ccc(Cl)cc3)CC2)c1OC	10%	8%	3%	13%	6%	-4%	-25%	18%
CCOC(=O)N1CCN(C(=O)Cn2cc3c(n2)CCCC3)CC1	-13%	-3%	1%[57.1 µM]	12%	-4%	-1%	i	-13%
CC1=C(C)/C(=N\OS(=O)(=O)c2ccc(C)cc2)C=CC1=O	2%	-1%	-4%	-14%	4%	-72%[inhibitor]	-51%[inhibitor]	-95%[inhibitor]
NC(=O)c1ccc(=O)n(C2OC(CO)C(O)C2O)c1 (configuration not stated)	10%	4%	12%	2%	·	?	14%	-36%

Compound profiles, as listed above. Values in the order: EPAC2 agonist | EPAC1 ag | EPAC2 antagonist | EPAC1 antagonist | FUS suppressor | aSyn yeast inh | PTHR1 ag | TDP43 rescue
Profile of CN(C)c1ncnc2c1ncn2CCn1cnc2c(N(C)C)ncnc21 : 5% | -3% | -2% | -9% | 23% | -23% | i | -24%
Profile of CCOC(=O)N1CCN(C(=O)Cn2cc3c(n2)CCCC3)CC1 : -13% | -3% | 1%[57.1 µM] | 12% | -4% | -1% | i | -13%

The list continues.
SMILES	EPAC2 agonist	EPAC1 ag	EPAC2 antagonist	EPAC1 antagonist	FUS suppressor	aSyn yeast inh	PTHR1 ag	TDP43 rescue
COc1ccc(C(=O)NNC(=O)Cc2ccc(Cl)cc2)cc1	9%	8%	17%	16%	-43%	0%	-15%	25%
O=C(NCc1cccs1)C1CCN(S(=O)(=O)N2CCCC2)CC1	10%	7%	-3%	5%	1%	-3%	i	0%
Cc1cc(C)cc(C(=O)NCC(=O)N2CCN(c3cccc(Cl)c3)CC2)c1	2%	0%	-3%	-1%	20%	2%	-31%[inhibitor]	13µM*
Clc1cccc2c1CCN(Cc1nc(-c3cnccn3)no1)C2	-10%	-1%	-4%	-10%	2%	8%	i	?
Cc1ccc(CNC(=O)C2CCC(=O)N2CCc2ccccc2)cc1 (configuration not stated)	-2%	-5%	5%	-2%	8%	5%	-1%[57.5 µM]	-4%
CN(CC(=O)Nc1ccc(S(=O)(=O)N2CCCC2)cc1)CC(=O)Nc1cccc(F)c1	20%	4%	?	-10%	23%	-15%	-3%	-12%
Cc1c(C(=O)O)sc2nc(/C=C/c3cccc(O)c3)[nH]c(=O)c12	4%	2%	2%	-14%	29%	-7%	i	-10%
COCCn1c(C)cc(C(=O)COc2ccc(C)nc2[N+](=O)[O-])c1C	-4%	-12%	10%[57.1 µM]	16%	1%	-8%	-37%[inhibitor]	-12%
COc1ccc(/C=C(\C#N)C(=O)Nc2cc(C)c(Cl)cc2OC)cc1O	-2%	0%	-1%	7%	0%	0%	-15%	17%
CNC(=O)n1cc(C)c(-c2cccs2)n1	4%	2%	11%	6%	9%	-1%	-24%	30%
COc1cccc(-c2cc(C(=O)N3CCc4ccccc4C3)[nH]n2)c1	-5%	3%	2%	29%	-6%	-1%	-30%[inhibitor]	1%
CC1CCCCC12NC(=O)N(CC(=O)NCCc1ccccn1)C2=O (configuration not stated)	11%	-8%	-1%	6%	-7%	0%	i	0%
O=C(O)CCC(=O)N(Cc1cccs1)Cc1cccs1	-5%	-4%	5%	1%	18%	·	i	-9%
O=c1nc2ccccc2c(NS(=O)(=O)c2ccc(Cl)cc2)n1-c1ccccc1	4%	-1%	-2%	5%	22%	1%	-26%	3%
O=C(COc1ccccc1C(=O)NCc1ccccn1)Nc1ccc(Br)cc1	5%	-2%	6%	-1%	-24%	8%	-14%	12%
Cc1ccc2c(C)c(C(=O)Nc3ccc(S(=O)(=O)Nc4onc(C)c4C)cc3)oc2c1	4%	-3%	-12%	-19%	5%	1%	i	-24%
COc1ccc(S(=O)(=O)N2CCOCC2)c(C)c1C	5%	-2%	12%	-1%	-4%	5%	-10%[57.5 µM]	9%
CC(C)NC(=O)N(C)C[C@H]1Oc2c(NC(=O)Nc3ccccc3)cccc2C(=O)N([C@H](C)CO)C[C@@H]1C	4%	-11%	7%	-3%	4%	-1%	10%	-8%
Clc1ccccc1-c1nnc2sc(-c3ccco3)nn12	-14%	0%	-2%	-7%	5%	-9%	-9%[57.5 µM]	0%
CC(=O)N1CCc2cc(S(=O)(=O)CCC(=O)NCc3ccc4c(c3)OCO4)ccc21	5%	-3%	12%	-19%	17%	-1%	-14%[57.5 µM]	-3%
COc1ccc(Cl)cc1-c1n[nH]c(=S)n1C1CCCCC1	1%	-1%	?	-15%	32%	11%	-15%[57.5 µM]	24%
Cc1ccc(CNc2cc(C(=O)O)ccc2C)s1	2%	4%	2%	15%	19%	19%	17%	?
O=C(COC(=O)CCNS(=O)(=O)c1ccccc1)NC(=O)c1ccccc1	3%	0%	-1%	-2%	3%	0%	i	-14%
COc1ccccc1NC(=O)CCC(=O)OC(C)C(=O)c1ccccc1 (configuration not stated)	6%	7%	-6%	18%	-7%	-4%	i	20%
O=S(=O)(c1ccc2ccccc2c1)N1CCN(Cc2ccccn2)CC1	4%	4%	1%	7%	14%	-5%	-18%	-7%

Two compounds drawn at random from the list so far, as already listed:
SMILES	EPAC2 agonist	EPAC1 ag	EPAC2 antagonist	EPAC1 antagonist	FUS suppressor	aSyn yeast inh	PTHR1 ag	TDP43 rescue
O=C(COC(=O)CCNS(=O)(=O)c1ccccc1)NC(=O)c1ccccc1	3%	0%	-1%	-2%	3%	0%	i	-14%
Clc1cccc2c1CCN(Cc1nc(-c3cnccn3)no1)C2	-10%	-1%	-4%	-10%	2%	8%	i	?

(continued)
SMILES	EPAC2 agonist	EPAC1 ag	EPAC2 antagonist	EPAC1 antagonist	FUS suppressor	aSyn yeast inh	PTHR1 ag	TDP43 rescue
O=C(COc1ccc(Br)cc1)N1CCN(c2ncccn2)CC1	5%	11%	-9%	0%	2%	2%	-33%[inhibitor]	13%
CC(C)OCCCn1c(=O)c2ccccc2n2c(CCC(=O)NCc3ccccn3)nnc12	3%	6%	-6%	-3%	-18%	1%	-20%	10%
Cc1ccc(C(=O)/C=C2/NC(=O)CS2)cc1	2%	-2%	2%	13%	25%	1%	i	-31%[inhibitor]
CCOc1ccc(NS(=O)(=O)c2ccc(C(=O)NCC(c3ccc(OC)cc3)N3CCCC3)cc2)cc1 (configuration not stated)	-7%	2%	-1%	2%	24%	-1%	i	1%
COc1ccc(NC(=O)COC(=O)c2ccc3ccccc3n2)cc1OC	-4%	-1%	-3%	-14%	·	-5%	i	-8%
CCN(C(=O)COC(=O)c1ccccc1O)c1nc2ccccc2s1	-2%	6%	-9%	8%	-13%	-9%	i	-4%
CCc1cccc(CC)c1N1C(=O)C2=C(SCCCS2)C1=O	112µM*	100µM*	-7%	-2%	?	9%	-23%	23%
COC1=CC(=O)OC(c2cccc(OC)c2)C1 (configuration not stated)	4%	-9%	7%	6%	-7%	-2%	i	16%
O=C(Cn1cnc2cc([N+](=O)[O-])ccc2c1=O)NCCc1ccc(F)cc1	2%	4%	1%	-13%	12%	1%	-14%	-3%[0.397 µM]

The list is partial (hit frequency here may not be typical).
